TEAD-YAP inh: TEAD-YAP interaction inhibition. inhibition, % at 9.12 µM. HEK-TIYL cells, TEAD-Gal4/YAP UAS-luciferase luminescence. 1.4% of 640,000 active; in the data active = inhibition above about 32%;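 note: 0% = median of test compound wells and 100% = reference inhibitor wells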
MITF inh: blocks human microphthalmia-associated transcription factor; inhibition, % at 2.6 µM; O75030; 0.91% of 650,000 active; AlphaScreen MITF homodimerization, bead proximity signal; AID 1259374; in the data active = inhibition above about 50%;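 note: 0% = vehicle wells with protein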
FBW7 act: activators of human E3 ligase FBW7; 0.13% of 650,000 active; normalized activity (activation), % at 26.1 µM; Q969H0; AlphaScreen FBW7–phospho-cyclin E peptide binding, activator screen; in the data active = normalized activity above about 1.9%;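 note: purified mutant Fbw7 with reduced substrate affinity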
Target sequence (Q969H0 whole entry, looked up): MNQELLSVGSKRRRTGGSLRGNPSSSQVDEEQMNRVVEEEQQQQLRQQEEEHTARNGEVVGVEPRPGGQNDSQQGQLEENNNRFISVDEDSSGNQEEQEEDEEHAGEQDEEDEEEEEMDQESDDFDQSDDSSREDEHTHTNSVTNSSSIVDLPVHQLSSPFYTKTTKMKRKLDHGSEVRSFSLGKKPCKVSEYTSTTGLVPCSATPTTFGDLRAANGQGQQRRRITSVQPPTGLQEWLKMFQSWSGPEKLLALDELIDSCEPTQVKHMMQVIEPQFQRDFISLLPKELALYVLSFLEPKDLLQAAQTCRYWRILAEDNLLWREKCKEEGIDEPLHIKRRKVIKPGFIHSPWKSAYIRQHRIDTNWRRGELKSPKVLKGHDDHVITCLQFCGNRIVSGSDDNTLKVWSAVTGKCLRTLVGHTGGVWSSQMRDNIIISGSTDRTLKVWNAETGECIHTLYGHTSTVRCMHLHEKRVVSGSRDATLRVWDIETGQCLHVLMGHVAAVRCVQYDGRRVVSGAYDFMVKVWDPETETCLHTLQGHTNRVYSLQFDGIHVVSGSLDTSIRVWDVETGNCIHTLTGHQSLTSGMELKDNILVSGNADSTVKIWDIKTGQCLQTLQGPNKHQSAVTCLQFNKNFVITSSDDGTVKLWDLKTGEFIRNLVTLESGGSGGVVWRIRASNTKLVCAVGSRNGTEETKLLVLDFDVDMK
GPR151 ag: activators of human GPR151; PathHunter beta-arrestin GPR151 cells, luminescence; 1% of 650,000 active; AID 1508602; Q8TDV0; activation, % at 11.2 µM; in the data active = activation above about 4.9%;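 note: 0% = median of compound wells and 100% = cells with positive control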
Numbers without * were called inactive.

Labels used below – A = TEAD-YAP inh; B = MITF inh; C = FBW7 act; D = GPR151 ag
C=C(C)Cn1c(=S)[nH]c2c1c(=O)[nH]c(=O)n2C
  A: -3 | B: -8 | C: -0.1 | D: 0.2

Cc1ccc(-c2nnc3s/c(=C\c4ccc([N+](=O)[O-])cc4)c(=O)n23)cc1
  A: 12 | B: 9 | C: 0.0 | D: 0.4

COc1ccccc1CC(=O)N(Cc1ccccc1)C(C)(C)C
  A: 9 | B: 14 | C: 0.4 | D: -1.7

C[C@@H]1O[C@@H](Oc2c(-c3cc(O)c(O)c(O)c3)oc3cc(O)cc(O)c3c2=O)[C@H](O)[C@H](O)[C@H]1O
  A: 0 | B: 18 | C: -0.2 | D: 1.6

O=C(c1cc(C2CC2)on1)N1CCN(c2ccc(F)cc2)CC1
  A: 2 | B: -12 | C: 0.0 | D: 0.8

CCCc1cc(=O)oc2cc(OCC(=O)OCc3ccccc3)ccc12
  A: 2 | B: 4 | C: 0.2 | D: 0.3

CS(=O)(=O)N1CCCC(C(=O)Nc2ccc(C(N)=O)cc2)C1 (centres undefined)
  A: -1 | B: 5 | C: 0.3 | D: 3.0

Brc1ccc(-n2cc(-c3ccccc3)c3c(N4CCC5(CC4)OCCO5)ncnc32)cc1
  A: 6 | B: -5 | C: -0.1 | D: 1.0

COc1cc(/C=N/NS(=O)(=O)c2ccc3ccccc3c2)cc(Br)c1O
  A: -4 | B: 2 | C: -0.1 | D: -1.2

Cc1ccccc1C(=O)N/N=C/c1ccc(Sc2nccn2C)c([N+](=O)[O-])c1
  A: -14 | B: -18 | C: 0.0 | D: 0.3

CCCCSc1nc2ccc(NC(=O)c3ccccc3C(=O)N3CCN(C)CC3)cc2s1
  A: -28 | B: 5 | C: -0.1 | D: -1.7

CCOc1cccc(C2CC(c3ccc4c(c3)OCO4)=NC(c3cccc(Br)c3)N2)c1O (centres undefined)
  A: -68 | B: 12 | C: 0.0 | D: 0.9

CCCN(c1ccc(OCC)cc1)S(=O)(=O)c1ccc2c(c1)NC(=O)C(C)C(=O)N2 (centres undefined)
  A: -2 | B: -11 | C: 0.4 | D: -0.1

COc1cc(/C=C2/N=C(c3ccccc3Br)OC2=O)cc(OC)c1OC
  A: 0 | B: 8 | C: 0.1 | D: -1.2

O=C(Nc1ccccc1)c1ccc(NC(=O)c2cc(Br)ccc2Cl)cc1
  A: 9 | B: 7 | C: 0.2 | D: 0.9

O=C(c1cccc2nccnc12)N1CCC(c2nc3sc4c(c3c(=O)[nH]2)CCCC4)CC1
  A: 10 | B: 1 | C: 0.2 | D: 0.0

CC(=O)c1ccc(OCC(=O)Nc2nc3ccc(F)cc3s2)cc1
  A: -21 | B: -1 | C: -0.1 | D: 0.3

Cc1cccc(C)c1NC(=O)C1(N(C)C(=O)c2ccc3ccccc3n2)CCCC1
  A: -2 | B: -4 | C: 0.1 | D: -0.1

CCCOC(=O)c1ccc(Nc2nc(-c3ccc([N+](=O)[O-])cc3)nc3ccccc23)cc1
  A: -5 | B: -4 | C: 0.1 | D: -1.0

CC(C)(C)N1C(=O)c2ccc(C(=O)Nc3ccc4c(c3)OCO4)cc2C1=O
  A: 10 | B: 13 | C: 0.4 | D: 0.1

Cc1cc(NC(=O)CSc2nc3ccsc3c(=O)n2CCc2ccccc2)n[nH]1
  A: 19 | B: 1 | C: 0.0 | D: -0.5

C=CCOc1ccc(C(=O)N2CCC(C)CC2)cc1
  A: -1 | B: 5 | C: -0.1 | D: 0.4

COc1ccccc1CCn1c(C)cc(=O)c(C(=O)NCCn2ccnc2)c1C
  A: -2 | B: 8 | C: 0.3 | D: -0.8

Cc1cc(C)cc(-n2nnc(C(=O)Nc3ccccc3F)c2N)c1
  A: -43 | B: -6 | C: 0.1 | D: 1.6

Cc1[nH]c2ccccc2c1C(c1cccnc1)N1CCC(C)CC1 (centres undefined)
  A: -4 | B: -2 | C: 0.0 | D: 0.3

Clc1ccc(-n2cc(-c3ccccc3)c3c(N4CCOCC4)ncnc32)cc1
  A: -9 | B: 15 | C: 0.2 | D: 0.2

CCOc1ccc(N=CC=Nc2ccc(OCC)cc2)cc1
  A: 4 | B: 18 | C: 0.4 | D: 0.9

COc1cc(C)c2occ(/C(C)=N\O)c2c1
  A: 5 | B: -1 | C: -0.1 | D: 1.5

CCOC(=O)CSc1ncnc2sc3c(c12)CCC(C)C3 (centres undefined)
  A: 1 | B: -4 | C: -0.1 | D: 1.4

O=C(CCN1CCN(S(=O)(=O)c2cccc([N+](=O)[O-])c2)CC1)Nc1ccccc1F
  A: -4 | B: -6 | C: -0.1 | D: -0.4

COCCn1nnnc1C(c1ccc(OC)c(OC)c1)N1CCc2ccccc21 (centres undefined)
  A: 9 | B: 4 | C: -0.1 | D: 3.2

Cc1c(NC(=O)CSCc2ccccc2)c(=O)n(-c2ccccc2)n1C
  A: 5 | B: -8 | C: 0.1 | D: 0.8

NC(=O)c1ccc(-c2ncc(C(=O)NCc3cccc(C(F)(F)F)c3)s2)cc1
  A: 4 | B: 1 | C: 0.1 | D: -1.2

COc1cc(NC(=O)CCN2CCN(C/C=C/c3ccccc3)CC2)cc(OC)c1
  A: 21 | B: 11 | C: 0.0 | D: -0.2

CCC(=O)NC(=S)NNC(=O)COc1ccccc1
  A: -1 | B: 0 | C: -0.1 | D: 1.4

CN1CCN(Cc2cc([N+](=O)[O-])c(O)c3ncccc23)CC1
  A: 2 | B: 97* | C: -0.9 | D: 1.0

Cn1c(CNc2nc(-c3ccccc3)cs2)nnc1SCC(=O)NC(C)(C)C
  A: 6 | B: 6 | C: 1.7 | D: -0.3

O=C1OC(C2CCCCC2)=N/C1=C\c1cccc(Cl)c1Cl
  A: -6 | B: 7 | C: 0.3 | D: -0.7

COc1cccc(C(=O)Nc2cc3c(cc2C(=O)c2ccccc2Br)OCCO3)c1
  A: -3 | B: -17 | C: -0.1 | D: 1.3

O=C(NC1CCCCC1)c1cnc2scc(-c3ccc(Cl)s3)n2c1=O
  A: 17 | B: 12 | C: 0.7 | D: -0.5

CC(C)(C)C(=O)Nc1nnc(SCc2ccccc2)s1
  A: -29 | B: 18 | C: 0.1 | D: 0.5

Cc1ccc(C(=O)N2CCC3(CC2)CC(=O)c2ccccc2O3)cc1C
  A: 3 | B: 17 | C: 0.2 | D: 0.1

CC(=O)c1ccc(NC(=O)COC(=O)c2c3ccccc3cc3ccccc23)cc1
  A: -4 | B: -4 | C: 0.4 | D: 1.0

Cc1ccc(S(=O)(=O)CCC(=O)N2CCC3(CC2)OCCO3)cc1
  A: -34 | B: -19 | C: -0.2 | D: 0.5

O=C(Cn1cnc2ccccc21)N/N=C/c1ccccc1C(=O)O
  A: -5 | B: -1 | C: -0.3 | D: 0.4

Cc1ccc(S(=O)(=O)N2CCn3c(nc4ccccc43)C2)cc1
  A: 6 | B: 6 | C: -0.1 | D: 1.1

COc1ccc(C2=NOC(C(=O)NC(C)(C)C)C2)cc1OC (centres undefined)
  A: 1 | B: 5 | C: -0.1 | D: 0.9

CCc1ccccc1Nc1cc(C(=O)NCCCN2CCOCC2)c2ccccc2n1
  A: 6 | B: -1 | C: 0.0 | D: 1.5

O=S(=O)(c1cccc(-n2cnnn2)c1)N1CCOCC1
  A: 1 | B: 3 | C: 0.0 | D: 0.5

O=C(Nc1ccccc1C(=O)Nc1ccccn1)c1cccc([N+](=O)[O-])c1
  A: 19 | B: 16 | C: 0.3 | D: -1.0

Rewritten tab-delimited: entries from further up.
structure	TEAD-YAP inh	MITF inh	FBW7 act	GPR151 ag
COc1cc(NC(=O)CCN2CCN(C/C=C/c3ccccc3)CC2)cc(OC)c1	21	11	0.0	-0.2
CCC(=O)NC(=S)NNC(=O)COc1ccccc1	-1	0	-0.1	1.4
CN1CCN(Cc2cc([N+](=O)[O-])c(O)c3ncccc23)CC1	2	97*	-0.9	1.0
Cn1c(CNc2nc(-c3ccccc3)cs2)nnc1SCC(=O)NC(C)(C)C	6	6	1.7	-0.3
O=C1OC(C2CCCCC2)=N/C1=C\c1cccc(Cl)c1Cl	-6	7	0.3	-0.7
COc1cccc(C(=O)Nc2cc3c(cc2C(=O)c2ccccc2Br)OCCO3)c1	-3	-17	-0.1	1.3
O=C(NC1CCCCC1)c1cnc2scc(-c3ccc(Cl)s3)n2c1=O	17	12	0.7	-0.5
CC(C)(C)C(=O)Nc1nnc(SCc2ccccc2)s1	-29	18	0.1	0.5
Cc1ccc(C(=O)N2CCC3(CC2)CC(=O)c2ccccc2O3)cc1C	3	17	0.2	0.1
CC(=O)c1ccc(NC(=O)COC(=O)c2c3ccccc3cc3ccccc23)cc1	-4	-4	0.4	1.0
Cc1ccc(S(=O)(=O)CCC(=O)N2CCC3(CC2)OCCO3)cc1	-34	-19	-0.2	0.5
O=C(Cn1cnc2ccccc21)N/N=C/c1ccccc1C(=O)O	-5	-1	-0.3	0.4
Cc1ccc(S(=O)(=O)N2CCn3c(nc4ccccc43)C2)cc1	6	6	-0.1	1.1
COc1ccc(C2=NOC(C(=O)NC(C)(C)C)C2)cc1OC (centres undefined)	1	5	-0.1	0.9
CCc1ccccc1Nc1cc(C(=O)NCCCN2CCOCC2)c2ccccc2n1	6	-1	0.0	1.5

More records.
Labels used below – A = TEAD-YAP inh; B = MITF inh; C = FBW7 act; D = GPR151 ag
COc1ccc(C2(CNC(=O)/C=C(/C)c3ccccc3)CCCC2)cc1OC
  A: -9 | B: -4 | C: 0.0 | D: 0.7

COc1cc(/C=C(\C#N)c2ccc(Cl)cc2)ccc1OC(=O)c1cccs1
  A: 12 | B: 2 | C: 0.3 | D: -1.3

O=C(CCCOc1ccc(Cl)cc1Cl)Nc1cc(C(=O)O)cc(C(=O)O)c1
  A: -9 | B: -4 | C: 0.1 | D: -0.4

COC(=O)c1ccsc1NC(=O)c1c(C)cnn1C
  A: -2 | B: 2 | C: 0.0 | D: 2.1

O=C(NC1CCN(Cc2ccccc2)CC1)c1cnc(NC2CCN(Cc3ccccc3)CC2)s1
  A: 1 | B: 14 | C: 0.1 | D: -2.2

COC(=O)C1=CN(CCc2ccc(F)cc2)C=C(C(=O)OC)C1c1ccccc1C(F)(F)F
  A: -8 | B: -8 | C: 0.5 | D: 0.9

CN(CC(=O)NCC(=O)Nc1ccc(F)cc1)C(c1ccccc1)c1ccccc1
  A: 1 | B: 7 | C: 0.0 | D: 1.1

O=C(Nc1ccc(Cl)c([N+](=O)[O-])c1)C1CC(=O)N(c2ccc(F)cc2)C1 (centres undefined)
  A: -8 | B: -6 | C: 0.0 | D: 1.1

COc1ccc2c(c1)c(=O)oc1cc(OCC(=O)OC(C)(C)C)ccc12
  A: 1 | B: 9 | C: -0.3 | D: -0.4

Cc1ccc(NC(=O)/C=C/c2ccco2)nc1
  A: 24 | B: 3 | C: 0.1 | D: -0.5

CC(C)CN(CC(C)C)S(=O)(=O)c1ccc(C(=O)Nc2nc3c(s2)CCCC3)cc1
  A: -5 | B: 0 | C: 0.0 | D: -0.4

O=C(CSc1ccc(Br)cc1)N1CCCC1
  A: -32 | B: 7 | C: 0.0 | D: 0.4

CCOc1ccc2ncc(C#N)c(N3CCC(C(=O)NCc4ccc(OC)cc4)CC3)c2c1
  A: -7 | B: 10 | C: 0.5 | D: 0.5

O=C(c1ccc(Cl)cc1)n1nc(-c2cccnc2)nc1NCc1ccccc1
  A: -2 | B: 14 | C: 0.4 | D: 4.1

C/C(=C(/C#N)C(=O)NN)c1ccc(F)cc1
  A: -3 | B: 1 | C: -0.1 | D: 0.5

CCOc1ccc(C2C3=C(CCCC3=O)NC3=C2C(=O)CCC3)cc1OCC
  A: 12 | B: 1 | C: -0.1 | D: 0.9

CCOC(=O)C1=C(c2ccccc2)NC(=O)NC1c1ccc(O)cc1 (centres undefined)
  A: 2 | B: 12 | C: 0.3 | D: 0.7

NC(=O)c1ccccc1Nc1ccnc(Nc2ccc(N3CCOCC3)cc2F)c1
  A: 38* | B: -7 | C: -0.3 | D: -0.2

Cc1ccccc1OCC(=O)Nc1cccc(-c2nc3ccccc3[nH]2)c1C
  A: -9 | B: 4 | C: 0.0 | D: -0.8

CN(CC(=O)Nc1ccc(F)cc1)C(=O)CSc1nnc(-c2c[nH]c3ccccc23)o1
  A: -7 | B: 13 | C: 0.0 | D: 2.8

FC(F)(F)c1cccc(Nc2nc(NCc3ccccc3)nc(N3CCOCC3)n2)c1
  A: -14 | B: 8 | C: -0.1 | D: 2.2

COc1cccc(NC(=O)Cn2cc(OC)c(=O)cc2CSc2nc(C)cc(C)n2)c1
  A: -8 | B: 2 | C: -0.1 | D: -0.9

CC(C)Cn1c(SCc2nnc(-c3cccs3)o2)nc(O)cc1=O
  A: -11 | B: 4 | C: -0.1 | D: 3.6

O=[N+]([O-])c1c(Nc2ccc(Br)cc2F)ccc2nonc12
  A: 16 | B: 8 | C: -0.1 | D: 5.0*

CCCC(c1nnnn1C1CCCCC1)N1CCN(C(=O)c2ccco2)CC1 (centres undefined)
  A: -11 | B: -1 | C: -0.1 | D: -0.1

Cc1cc(CN2CCOCC2)c(C)cc1O
  A: 0 | B: 23 | C: 0.4 | D: 0.2

CC(C)C(NS(=O)(=O)c1ccc2c(c1)oc(=O)n2C)C(=O)NCc1ccc(F)cc1 (centres undefined)
  A: 8 | B: -4 | C: 0.0 | D: 2.3

Cc1cc(Cl)ccc1OCC(=O)NNC=O
  A: -12 | B: 0 | C: -0.1 | D: -0.2

O=C(CN1C(=O)C2(OCCO2)c2cc(Br)ccc21)NO
  A: 9 | B: -13 | C: 0.3 | D: -1.1

CCOC(=O)C1=C2N(C)c3ccccc3N2CCC1=O
  A: -7 | B: 9 | C: 0.1 | D: -0.3
